# Compound activity from PubChem BioAssay.
# Ecoli viability: E. coli V3065 growth inhibition, primary screen, counter-screen for AddAB inhibitor project, absorbance, OD600; 18 h; inhibition, % at 11.9 µM; 330,000 tested, 0.27% active;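 active = inhibition above the campaign's mean inhibition across all tested compounds plus 3 SD, cut at about 9.9% in these data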;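 note: uninfected addAB+ strain grown without phage in ampicillin broth; 0% = DMSO wells and 100% = ciprofloxacin 0.95 µg/ml wells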
# PKA-R2B activ: activators of PKA-R2B holoenzyme, primary screen, biochemical, fluorescence polarization, Cy5-IP20, human. PKA-R2B holoenzyme dissociation; R2B truncated from residue 108, S112A mutant; 0% DMSO only, 100% 113 µM cGMP. cAMP-dependent protein kinase catalytic subunit beta (Homo sapiens) + cAMP-dependent …. activation, % at 11.4 µM. 340,000 tested, 0.079% active;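 active = activation above a cutoff set at the mean over all compounds plus 3 SD, cut at about 18% in these data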;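 note: higher means more holoenzyme dissociation and a rise in polarization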
# Tat export inh: E. coli Tat export inhibitors, primary screen, MC4100, TorA-mCherry reporter, fluorescence, single point; inhibition, % at 10 µM; 340,000 tested, 0.036% active; AID 488895, 2010;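 active = mean replicate inhibition at least 50% and at least half of replicates individually reaching 50%; inconclusive = only one of the two criteria met; inactive = neither criterion met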;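 note: exported cargo escapes ClpAP degradation while cytoplasmic cargo is degraded and loses fluorescence; 0% = median of neutral control wells and 100% = median of NaSCN control wells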
# HTR5A inv ag: HTR5A inverse agonists in luminescence cell assay, primary screen, counter-screen for OPRM1-OPRD1 heterodimer inverse agonist project, full-deck HTS; 5-hydroxytryptamine receptor 5A (Homo sapiens), P47898; inhibition, % at 9.3 µM; HTR5A cell line, inverse agonism; 340,000 tested, 0.083% active; in the data active = inhibition mostly above about 23%, no sharp cut-off; inactive = mostly below about 18%;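 note: 0% = cells with DMSO and 100% = no-cell wells with DMSO; some compounds called inactive have numbers as strong as hits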
# Target sequence (P47898 whole entry, looked up): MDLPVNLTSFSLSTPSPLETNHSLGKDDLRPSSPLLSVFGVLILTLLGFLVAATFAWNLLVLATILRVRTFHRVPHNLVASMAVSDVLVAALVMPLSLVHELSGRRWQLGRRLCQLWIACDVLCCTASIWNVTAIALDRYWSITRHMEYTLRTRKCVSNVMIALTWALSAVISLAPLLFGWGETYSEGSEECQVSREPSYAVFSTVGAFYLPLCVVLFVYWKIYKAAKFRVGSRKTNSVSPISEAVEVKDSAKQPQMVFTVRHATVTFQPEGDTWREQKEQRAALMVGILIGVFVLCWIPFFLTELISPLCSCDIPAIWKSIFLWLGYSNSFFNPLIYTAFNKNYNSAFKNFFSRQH
# AddAB inh: growth inhibition of E. coli expressing H. pylori AddAB, primary screen, AddAB inhibitor project, absorbance. inhibition, % at 11.9 µM. 330,000 tested, 0.29% active; in the data active = inhibition above about 12%;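 note: 0% = vehicle wells of infected cells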
# PKA-R1A activ: activators of PKA-R1A holoenzyme, primary screen, biochemical, fluorescence polarization, Cy5-IP20, bovine R1A, mouse PKAc; activation, % at 11.4 µM; cAMP-dependent protein kinase type I-alpha regulatory subunit (Bos taurus) + …; AID 504707, 2011; 340,000 tested, 0.083% active; PKA-R1A dissociation; scaled: DMSO 0%, 113 µM cGMP 100%;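 active = percent activation above the mean of all tested compounds plus 3 SD, cut at about 19% in these data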;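 note: higher means more PKAc released from R1A so a rise in polarization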
# CDK5 inh: inhibitors of human CDK5/p35 kinase, primary screen, biochemical, single concentration. Recombinant CDK5/p35, ADP-Glo luminescence, 60 min. Cyclin-dependent kinase 5 (Homo sapiens) + Cyclin-dependent kinase 5 activator 1 (Homo …. inhibition, % at 10 µM. 330,000 tested, 0.01% active. AID 488839, 2010;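 active = highest replicate inhibition of at least 50% and at least 75% of replicates reaching 50%; inconclusive = only one of the two criteria met; inactive = both criteria failed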;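 note: plate controls were DMSO neutral control for no effect and GW8510 at 10 µM for full effect; many of its hits are not listed in these tables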
# HTR5A ag: HTR5A agonists in luminescence cell assay, primary screen, counter-screen for OPRM1-OPRD1 heterodimer agonist project, full-deck HTS; 5-hydroxytryptamine receptor 5A (Homo sapiens), P47898; activation, % at 9.3 µM; 340,000 tested, 0.61% active; cell-based; in the data active = activation mostly above about 9.5%, no sharp cut-off; inactive = mostly below about 7.6%;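 note: 0% = cells with vehicle only and 100% = reference agonist; strong numbers were not always called active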
# phage Ecoli inh: growth loss of phage-infected E. coli, primary screen, RecBCD inhibitor project, absorbance, with phage, HTS. inhibition, % at 11.9 µM. 360,000 tested, 0.26% active; in the data active = inhibition above about 11%
# Mot1-301 SUMO: yeast Mot1-301 growth rescue at high temperature, primary screen, SUMOylation pathway inhibitor project, S. cerevisiae, ATP luminescence, 38.5C | S. cerevisiae Mot1-301 growth rescue; percent above DMSO median, 100 means doubled | growth rescue, % at 18.8 µM | 320,000 tested, 1% active;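 active = every valid replicate shows activation above 250% relative to neutral control wells; inactive = the rest, any valid replicate at or below 250%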;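 note: OY570 slx delta 5 strain wells were the positive control but not used for scaling; some compounds called inactive have numbers as strong as hits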
# DAGLB inhibitor: DAGLB lipase inhibitors, primary screen, biochemical, fluorescence, HTS | Diacylglycerol lipase-beta (Homo sapiens), Q8NCG7 | 340,000 tested, 0.059% active | inhibition, % at 5.17 µM | AID 504411, 2011 | HEK293T DAGLB membrane lysate, EnzChek fluorogenic substrate; in the data active = inhibition above about 34%;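 note: 0% = enzyme with vehicle and 100% = wells lacking enzyme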
# Target sequence (Q8NCG7 whole entry, looked up): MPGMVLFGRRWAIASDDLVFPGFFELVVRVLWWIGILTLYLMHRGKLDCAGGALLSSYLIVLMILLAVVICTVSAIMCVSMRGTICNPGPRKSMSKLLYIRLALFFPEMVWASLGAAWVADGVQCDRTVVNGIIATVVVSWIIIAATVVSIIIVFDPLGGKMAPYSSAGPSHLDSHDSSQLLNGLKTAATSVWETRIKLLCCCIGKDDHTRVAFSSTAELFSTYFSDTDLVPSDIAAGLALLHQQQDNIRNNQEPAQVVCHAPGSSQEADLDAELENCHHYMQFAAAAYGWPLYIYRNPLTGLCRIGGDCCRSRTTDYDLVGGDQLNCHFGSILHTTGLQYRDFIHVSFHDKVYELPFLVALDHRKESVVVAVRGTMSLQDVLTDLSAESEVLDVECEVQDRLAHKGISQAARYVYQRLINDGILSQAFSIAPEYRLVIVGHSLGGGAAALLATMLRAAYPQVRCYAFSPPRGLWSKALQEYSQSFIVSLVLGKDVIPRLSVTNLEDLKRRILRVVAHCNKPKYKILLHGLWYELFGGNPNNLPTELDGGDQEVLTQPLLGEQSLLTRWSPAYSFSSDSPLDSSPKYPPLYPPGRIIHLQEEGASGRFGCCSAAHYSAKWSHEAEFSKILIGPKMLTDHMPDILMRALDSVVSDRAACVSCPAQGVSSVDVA
# Starred values were filed as active, the others as inactive; u = inconclusive; x = no result given.
# Below each compound – HTR5A ag	CDK5 inh	Ecoli viability	PKA-R1A activ	DAGLB inhibitor	HTR5A inv ag	Tat export inh	PKA-R2B activ	AddAB inh	phage Ecoli inh	Mot1-301 SUMO
1. CCCn1c(N2CCN(C(=O)Nc3ccc(Cl)cc3)CC2)nc2ccccc21
  -5	-0.7	1.8	-13	-2	-4	3	-10	2.6	0.8	17
2. O=C1/C(=C/c2ccccc2)SC(=S)N1N1C(=O)C2CC2C1=O (stereo unspecified)
  -4	3.1	-2.5	-6	0	9	-8	-10	1.6	3.7	15
3. CCC(=O)NNC(=O)c1c(O)c2ccccc2[nH]c1=O
  -2	-0.8	-0.6	-6	-4	1	3	7	-3.1	0.6	-4
4. NNc1nc(-c2ccccc2)nc(-c2ccccc2)c1Br
  4	0.1	-0.5	-4	-8	-22	10	-7	1.3	-1.9	-21
5. COc1cc(/C=N/NC(=O)c2cc[n+]([O-])cc2)cc(OC)c1OC
  1	-0.3	-1.2	-3	-1	-4	-8	7	3.2	2.6	4
6. CSc1ccccc1NC(=O)Cn1nc([N+](=O)[O-])c(Cl)c1C
  -1	1.0	-0.6	-9	-1	2	-5	6	1.0	4.8	463
7. Cc1cc(C)cc(N(C(=O)CCC(=O)Nc2cc(C)on2)C(C(=O)NC2CCCC2)c2ccco2)c1 (stereo unspecified)
  -3	1.8	-0.8	-11	5	7	0	-8	3.4	4.9	-16
8. CCN(CC)CCOCCOc1ccc(Cl)c2ccccc12
  -3	0.2	0.8	-9	2	8	-4	-3	2.8	3.5	11
9. Cc1ccc(Sc2nc([N+](=O)[O-])nn2C)cc1
  -1	0.7	0.3	-13	1	2	-1	-5	1.3	4.2	31
10. CCOc1cc(/C=C2\C(=O)N(CCC#N)N=C2C)ccc1OCC(N)=O
  -4	0.8	2.4	-7	0	11	6	-9	-0.3	0.6	-2
11. COc1ccc2sc(-c3ccccc3OC)c(-c3ccc(OC)c(F)c3)c2c1
  4	-0.9	-1.3	0	-10	2	-17	-10	0.5	0.0	-22
12. COC(=O)c1[nH]c2ccccc2c1CN1CCOCC1
  -2	1.5	0.6	5	-2	8	8	5	0.2	1.7	-12
13. Cc1c(/C=N\NC(=O)c2c[nH]c3ccccc23)cnn1C
  -1	-1.4	1.2	-8	-3	-15	3	-3	3.7	1.8	3
14. O=C(c1cc([N+](=O)[O-])ccc1N1CCOCC1)N1CCN(S(=O)(=O)c2ccc(F)cc2)CC1
  -4	-0.2	-0.3	-7	-4	9	-3	-14	0.7	3.7	10
15. COCCn1c(N)c(N(Cc2ccccc2)C(=O)c2ccc3ccccc3c2)c(=O)[nH]c1=O
  1	0.2	-0.8	-2	-1	16	-2	-2	-0.3	-3.4	121
16. O=C1CCCC(=O)C1=C1SCCS1
  5	0.1	0.2	-7	3	6	-12	-4	1.9	1.1	-10
17. O=C(OCC(=O)N1CCC(Cc2ccccc2)CC1)c1ccccc1F
  3	-0.4	-1.4	-4	-5	-8	8	-3	-0.1	3.1	0
18. O=C(c1ccccc1F)N1CCN(C(=O)C(c2ccccc2)c2ccccc2)CC1
  -3	-0.3	-0.8	4	-2	-5	2	-10	2.2	-0.7	-14
19. O=C(Cn1c2ccc(F)cc2c2nc3n(c(=O)c21)CCS3)Nc1ccc(Cl)cc1F
  6	2.0	-0.5	-15	3	-15	7	6	2.3	-0.9	1
20. CCOCCN(C(=O)c1ccccc1Cl)c1cccc(C)c1C
  x	0.8	0.7	x	x	x	-3	x	0.3	-0.3	-13
21. COc1ccc(-c2cc(C(=O)N3CCN(c4ccccc4)CC3)no2)cc1OC
  4	0.3	-5.5	-2	2	-22	16	-5	-1.9	1.8	-15
22. O=C(Nc1ccc(-c2csc(Nc3ccccc3)n2)cc1)c1ccccc1
  3	0.5	-2.7	-3	0	-31	-4	-1	1.3	0.1	-2
23. COc1ccccc1NC(=O)C(C)OC(=O)c1ccc(-n2cnnn2)cc1 (stereo unspecified)
  6	0.4	-0.8	10	-2	-17	1	5	0.7	-1.0	115
24. O=C(C[n+]1cc(Br)cc2ccccc21)c1ccc(Cl)cc1
  0	1.0	1.4	-8	-5	1	-2	9	1.5	-1.4	-12
25. Cn1cc([N+](=O)[O-])c(C(=O)NCc2cc3cc(Cl)ccc3[nH]2)n1
  3	-1.3	-2.4	-1	2	-10	1	8	1.7	0.7	-14
26. CCCCNc1nc2ccccc2nc1NS(=O)(=O)c1cccs1
  -9	0.2	1.0	-7	7	23	8	5	0.8	1.3	162
27. Cc1ccc(N/N=C/c2ccc(N3CCOCC3)cc2)cc1C
  -7	1.2	-0.3	-21	0	20	-1	-5	-3.0	2.6	446
28. CC1CCc2c(C(=O)Nc3nccs3)csc2C1 (stereo unspecified)
  4	0.6	-1.2	-5	1	7	6	1	-1.6	-1.1	36
29. Cc1cc(C(=O)NN)c(C)o1
  0	-1.1	3.5	1	-2	-1	-5	2	-2.0	4.7	-6
30. CCOc1ccccc1/C=C(\C(=O)O)c1ccc(S(=O)(=O)N2CCCCC2)s1
  -4	0.4	1.0	2	6	10	-4	7	1.9	1.3	-2
31. Cc1cccc(NC(=O)CNC(=O)CN2C(=O)NC3(CCCc4ccccc43)C2=O)c1C (stereo unspecified)
  -2	1.4	-0.4	12	0	5	1	-11	-1.4	0.9	-5
32. COc1ccc(OC)c(NC(=O)COC(=O)c2nc(Cl)ccc2Cl)c1
  4	1.8	-1.2	-9	-3	-11	-4	-3	0.4	2.9	0
33. CCCc1ccc(OCc2nc(-c3ccc(NC(=O)c4ccco4)cc3)no2)cc1
  8	-4.8	-2.3	-8	-1	-62	19	0	-2.3	-1.9	0
34. O=C(COC(=O)C1C2CC3OC(=O)C1C3C2)Nc1ccc(Cl)cc1 (stereo unspecified)
  -2	-0.6	-1.3	3	-1	6	-11	5	1.4	2.3	219
35. CC1CCCCC12NC(=O)N(CC(=O)Nc1ccc(N3CCCCC3)cc1)C2=O (stereo unspecified)
  -4	-3.1	x	0	-1	20	17	4	x	-0.8	x
36. O=C(CCCSc1nnc(SCCCC(=O)c2ccc(F)cc2)s1)c1ccc(F)cc1
  -1	2.0	-0.9	1	-18	3	-2	2	0.8	1.9	-2
37. CCCCCOC(=O)Nc1ccc(S(=O)(=O)Nc2cccc([N+](=O)[O-])c2)cc1
  2	1.2	0.7	-10	3	7	2	-9	5.1	2.1	8
38. O=C(CCNS(=O)(=O)c1ccccc1)OCc1nc2ccsc2c(=O)[nH]1
  2	-0.1	-0.5	0	1	-8	-3	-3	0.3	3.5	221
39. COc1ccc(C(=O)N2CCC(CCC(=O)Nc3cccc(C)c3)CC2)cc1
  2	0.8	1.4	-3	0	-7	-11	2	1.7	0.7	323
40. Cc1cc(NC(=O)CCN2CCN(CCO)CC2)ccc1Br
  10	0.2	-1.8	9	-1	-27	-2	18	2.0	1.9	17
41. CCN(CC)C(=O)N1CCN(C(=O)c2ccc(C)cn2)CC1
  -4	2.1	1.3	-17	-1	-6	3	1	1.7	2.0	-8
42. O=C(N/N=C/c1cc(Br)ccc1O)Nc1ccccc1
  -1	2.3	9.7	-16	4	3	-1	-12	11	8.7	-17
43. CC1Oc2ccccc2N(CC(=O)Nc2ccc3c(c2)OCCO3)C1=O (stereo unspecified)
  -4	0.1	1.7	-18	0	-12	-4	1	2.6	1.2	4
44. CCOc1ccc(Br)cc1C1C(C(=O)OC)=C(N)Oc2cc(N(C)C)ccc21 (stereo unspecified)
  0	0.1	0.3	-7	-3	-17	11	-7	3.0	1.0	13
45. Cc1ccc(S(=O)(=O)NNC(=O)C(O)(c2ccccc2)c2ccccc2)cc1
  -1	-2.6	3.5	3	0	-1	-1	1	4.2	6.1	24
46. COc1ccc(OC)c(NC(=O)c2ccc(S(=O)(=O)N3CCN(C)CC3)cc2)c1
  2	-0.8	-0.8	2	3	-4	3	0	1.6	3.5	-2
47. CC(=O)c1cccc(NC(=O)C(C)OC(=O)/C=C/c2cccs2)c1 (stereo unspecified)
  2	1.9	x	-3	-1	-3	-13	-7	x	2.6	x
48. COc1ccc(-n2c(Cc3ccccc3)nnc2SCC(=O)N2CCCc3ccccc32)cc1
  -2	0.3	-2.3	-3	-1	8	1	-9	-1.0	-0.3	-16
49. CSc1nnc(C)c(=O)n1COC(=O)COc1ccccc1
  0	1.3	2.2	6	1	0	-7	4	7.9	1.8	-7
50. Cc1ccc(C(=O)CCC(=O)Nc2ccc(Cl)c(S(=O)(=O)Nc3cccc(Cl)c3)c2)cc1
  -1	-1.4	-1.1	5	1	4	3	4	2.0	-0.4	5
51. O=C(NCc1ccc(F)cc1)C(=O)NCC1OCCN1S(=O)(=O)c1ccc2c(c1)OCCO2 (stereo unspecified)
  3	1.2	-0.4	4	1	-7	-2	3	0.0	0.5	798
52. Cc1sc2ncn(CC(=O)NCCN3CCOCC3)c(=O)c2c1S(=O)(=O)N1CCC(C)CC1
  -2	-1.5	2.0	-8	1	-52	0	-5	-0.2	-0.2	12
53. O=C(CCS(=O)(=O)c1ccc2c(c1)NC(=O)CO2)NCCc1ccccc1
  -3	-0.7	-1.5	6	0	4	-9	-8	2.3	0.5	17
54. CSc1ccccc1OCc1cc(C(=O)N(C)Cc2c(C)n[nH]c2C)no1
  -3	-1.3	-0.5	-7	1	-18	u	-1	-1.5	x	-6
55. CCOC(=O)c1ccccc1NC(=O)CSc1nc2c(sc(=S)n2CC)c(=O)[nH]1
  -1	-0.3	x	-9	8	5	2	-7	x	0.6	x
56. COc1cccc(-n2c(=O)c3sccc3n(CC(=O)NC3CCCCC3)c2=O)c1
  1	-4.5	-0.6	-2	-2	-3	1	-2	4.4	1.7	30
57. Cc1ccc(C(=O)N/N=C\c2ccc(OC(=O)c3cccs3)cc2)cn1
  5	1.1	-0.5	3	-1	-15	-18	-11	-0.7	4.0	10
58. O=C(COc1c(Cl)cc(Cl)cc1Cl)c1ccc(Cl)cc1
  2	-0.2	1.4	-7	-2	-7	-5	-4	3.2	0.7	6
59. COc1ccccc1CNC(=O)COC(=O)COc1ccccc1Cc1ccccc1
  -1	0.7	0.8	0	-6	8	1	0	1.5	0.8	4
60. CC(=O)c1cccc(N(C(=O)CNC(=O)c2ccco2)C(C(=O)NCc2ccco2)c2ccccc2)c1 (stereo unspecified)
  2	0.6	-0.5	9	-1	12	-5	-11	1.2	1.2	31
